From PubChem BioAssay
IL-2 act = IL-2 activation. IL-2 activation reporter assay, cell-based qHTS; stimulated with anti-CD3/CD4/CD28 beads; in transgenic mouse T cells. activation, % (series mostly up to about 46 µM). 360,000 compounds, 0.065% hits; in the data active means activation above about 50%; inconclusive means mostly about 30% to 49%; further: 0% is about no effect
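Quantitative HTS in unstimulated transgenic mouse T cells, with memory T cells as non-tolerant control and PMA/ionomycin as tolerance-bypass control. Compound pretreatment lasted 60 minutes before 18 h bead stimulation; EGFP/DsRed fluorescence read.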
GLP1R inv ag = GLP-1 receptor (human) inverse agonism. HEK293 GLP-1R CRE-luciferase, luminescence, 24 h; GLP-1R form is constitutively active. Potency, µM (titrated, usually from 38.3 µM), for inactives: at the top dose activity change, negative = inhibition, most hits filed as inhibitors. AID 624417. 410,000 compounds, 1.6% hits. P43220; further: potency means the concentration at half of the fitted maximal effect; on the % scale 0 is the no-effect control and ±100 the full control effect; nearly all actives have a fitted effect of over 55% in size
Target sequence (P43220 whole entry, looked up): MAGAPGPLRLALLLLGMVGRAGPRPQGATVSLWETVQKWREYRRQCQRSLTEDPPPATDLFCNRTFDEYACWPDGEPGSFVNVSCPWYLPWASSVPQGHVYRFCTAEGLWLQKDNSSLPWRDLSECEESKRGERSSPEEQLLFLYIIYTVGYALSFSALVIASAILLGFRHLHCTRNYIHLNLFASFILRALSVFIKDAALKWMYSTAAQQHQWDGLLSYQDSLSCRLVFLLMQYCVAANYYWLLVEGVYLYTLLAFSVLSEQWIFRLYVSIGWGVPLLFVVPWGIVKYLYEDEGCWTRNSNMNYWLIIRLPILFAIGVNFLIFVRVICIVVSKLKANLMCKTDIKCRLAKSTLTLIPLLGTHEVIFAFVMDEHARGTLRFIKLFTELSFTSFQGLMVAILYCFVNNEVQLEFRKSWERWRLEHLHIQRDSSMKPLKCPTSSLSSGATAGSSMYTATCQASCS
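Luminescence readout: a drop in cAMP-driven luciferase signal flags inverse agonism at a constitutively active GLP-1R stably expressed in HEK293. Compound exposure lasted 24 hr at 37 deg C, 5% CO2.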
EPAC1 ag = agonists of human EPAC1. Potency, µM (doses to about 154 µM), for the others: at the top dose activation, usual class: activators. 360,000 compounds, 0.073% hits. EPAC1 agonist qHTS, biochemical assay; response scale: 100% = response to 6.5 mM cAMP. O95398; further: potency means the concentration at half of the fitted maximal effect; nearly all actives have a fitted effect of over 60% in size
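Compounds were pinned as a concentration titration into mixtures of EPAC1 (100 nM), BODIPY-GDP-loaded Rap1B (250 nM) and GDP (50 uM). After 5 min at room temperature, fluorescence was followed for 30 min; activity was scaled to 6.5 mM cAMP.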
EPAC1 antag = EPAC1 (human) antagonism. EPAC1 GEF assay, Rap1b-BODIPY-GDP exchange fluorescence. AID 720709. O95398. 360,000 compounds, 0.14% hits. Potency, µM (series often up to 115 µM), without a hit: at the highest dose activity change, negative = inhibition, usual class: inhibitors;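 further: potency means the concentration at half of the fitted maximal effect; plate controls were vehicle for no effect and positive control for full effect; nearly all actives have a fitted effect of over 50% in size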
PTHR1 ag = PTHR1 (human) receptor agonism; Q03431; 410,000 compounds, 0.075% hits; AID 743266; Potency, µM (titrated, usually from 115 µM), for inactives: top-dose activation, usual class: activators; HEK293 GP2 PTHR1 cells, GloSensor cAMP luminescence, 1 h; further: potency means the concentration at half of the fitted maximal effect; nearly all actives have a fitted effect of over 55% in size; some results filed as inactive show a strong effect at the top dose; inactives centre near -15; many of its hits are not listed in these tables
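HEK-293-derived GP2 cells expressing PTHR1 and a GloSensor cAMP reporter, 3,000/well, plated overnight, given luciferin plus IBMX (each 0.5 mM as added) for 1 h at 37 °C, then compound for 1 h at 37 °C. Luminescence was read after 15 min at room temperature.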
GLP1R cytotox = cytotoxicity in counter-screen for GLP-1R inverse agonists; HEK293 cAMP-luciferase reporter cells, luminescence, 24 h; Potency, µM (top dose mostly 38.3 µM), without a hit: at the highest dose activity change, negative = inhibition, hits mostly inhibitors; 410,000 compounds, 0.13% hits; AID 624418;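 further: loss of luciferase light is scored as toxicity; potency means the concentration at half of the fitted maximal effect; on the % scale 0 is the no-effect control and ±100 the full control effect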
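To flag toxic compounds, the library was rerun on cells for 24 hr at 37 deg C and 5% CO2. Viability-linked luminescence was captured 12 min after adding luciferase detection reagent.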
GLP1R ag = GLP-1 receptor (human) agonism. HEK293 GLP-1R CRE-luciferase, luminescence, 4-6 h; cells express a hypersensitive GLP-1R form. 380,000 compounds, 0.007% hits. P43220. AID 624172. Potency, µM (top dose mostly 45.6 µM), for inactives: top-dose activation, usual class: activators; further: potency means the concentration at half of the fitted maximal effect; % of control where 0% means no effect
PLK1 PBD block = PLK1 (human) polo-box domain binding inhibition; Plk1 PBD binding of FITC phosphopeptide, fluorescence polarization; Potency, µM, for inactives: max response, negative = inhibition, hits mostly inhibitors; 360,000 compounds, 2.8% hits; further: potency means the concentration at half of the fitted maximal effect; series mostly up to about 57 µM; on the % scale 0 is the no-effect control and ±100 the full control effect; nearly all actives have a fitted effect of over 65% in size
Target sequence (P53350 whole entry, looked up, the tested form may be a part): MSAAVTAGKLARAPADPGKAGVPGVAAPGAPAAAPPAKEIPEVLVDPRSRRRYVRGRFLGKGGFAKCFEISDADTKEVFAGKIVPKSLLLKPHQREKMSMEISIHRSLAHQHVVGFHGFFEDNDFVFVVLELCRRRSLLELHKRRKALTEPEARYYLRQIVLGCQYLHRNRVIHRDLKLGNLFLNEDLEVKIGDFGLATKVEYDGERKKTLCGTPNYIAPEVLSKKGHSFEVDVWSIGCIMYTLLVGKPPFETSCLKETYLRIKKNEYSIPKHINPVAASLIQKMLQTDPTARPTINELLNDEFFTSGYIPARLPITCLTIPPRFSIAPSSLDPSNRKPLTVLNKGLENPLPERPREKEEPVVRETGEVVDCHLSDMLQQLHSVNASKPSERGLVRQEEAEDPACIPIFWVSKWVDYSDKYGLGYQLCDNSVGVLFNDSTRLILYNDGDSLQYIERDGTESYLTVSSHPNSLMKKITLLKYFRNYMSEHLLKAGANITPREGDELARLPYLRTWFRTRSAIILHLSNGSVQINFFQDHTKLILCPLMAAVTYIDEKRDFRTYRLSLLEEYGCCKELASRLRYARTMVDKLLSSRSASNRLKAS
PI5P4Ka inh = inhibitors of human PI5P4K alpha; P48426; PI5P4Kalpha enzyme, ADP-Glo luminescence, 60 min; active compounds read low; max response, %; 330,000 compounds, 1.2% hits; active means max response of -50% or lower; inconclusive means between -30% and -50%; inactive means -30% or higher; further: value at the top dose of about 77 µM; on the % scale 0 is the no-effect control and ±100 the full control effect
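ADP-Glo luminescence end-point after a 60 min room-temperature kinase reaction. PI5P4Kalpha and substrate in HEPES pH 7.4 buffer with EGTA, 0.1% CHAPS and 5% DMSO; ATP at 5 microM final.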
* = called active by the depositor; i = inactive; ? = inconclusive; . = no result given; & = joins results of further samples; [ ] = remark or other dose. Unless noted, the call rests on the fitted dose curve; in most records, active means well fitted curve in the direction sought with a large enough effect; inconclusive means small, poorly fitted or top-dose-only effect, or another doubt; inactive means no such curve, though single readings can be large; an effect the other way counts as inactive or inconclusive. Not all compounds are listed; the hit share may differ from the screen's.

SMILES | IL-2 act | GLP1R inv ag | EPAC1 ag | EPAC1 antag | PTHR1 ag | GLP1R cytotox | GLP1R ag | PLK1 PBD block | PI5P4Ka inh
CCCCC[C@@H]1C=C(C(=O)O)[C@H](c2ccc(C#N)cc2)N1S(=O)(=O)c1ccc(C)cc1 | 1.2 | ? | -22% | 0% | -19% | -3% | -4% | -6% | 0
Cc1cc2[nH]c(=O)c(=O)[nH]c2cc1S(=O)(=O)N(C)C1CCCCC1 | -4.0 | 8% | 2% | -2% | -58%[inhibitor] | -6% | 1% | -12% | 2
CC1(C(=O)NS(=O)(=O)c2cccc(F)c2)CCN1C(=O)CCC1CCCC1 (stereo not given) | 0.1 | 8% | 6% | -8% | i | 0% | -3% | -8% | 10
COC(=O)c1ccc(C2c3c(n[nH]c3C)C(=O)N2c2ccc(C)cc2)cc1 (stereo not given) | -2.6 | 8% | -13% | -8% | i | -15% | 1% | 3% | -1
Cc1cc(NC(=O)C2CCN(S(=O)(=O)c3cnc[nH]3)CC2)ccc1Br | -2.3 | ? | 2% | 8% | -2%[57.5 µM] | -24% | 4% | 1% | 6
C/C(=N\Nc1ccc([N+](=O)[O-])cc1[N+](=O)[O-])c1cccnc1 | -4.0 | 5% | -15% | 3% | i | -4% | -7% | -5% | -2
CCOC(=O)CSc1n[nH]c(-c2ccco2)n1 | -1.6 | 4% | 0% | -2% | -24% | 2% | -4% | 30µM* | 1
CC1(C)CC(NS(=O)(=O)c2ccc(S(=O)(=O)N3CCOCC3)cc2)CCO1 (stereo not given) | -2.2 | 1% | -3% | 0% | i | -8% | -8% | -1% | .
COc1cccc(CNc2nc(NC(C)C)nc3ccsc23)c1OC | -0.6 | 11µM* | -1% | -14% | -55%[inhibitor] | ? | -2% | -2% | -19
CCC(C)(C)n1nnnc1CN1CCC(c2nc3ccc(C)cc3[nH]2)CC1 | -1.9 | ? | 5% | -4% | -58%[inhibitor] | 2% | -2% | -8% | .
CCOC(=O)C1CCN(C(=O)c2n[nH]c(=O)c3ccccc23)CC1 | 1.5 | 4% | 2% | -19% | -25% | 3% | 3% | -4% | -4
CCOc1cc(/C=N/NC(=O)c2nn(C)cc2Br)ccc1OCc1ccccc1 | -1.3 | -3% | -4% | -1% | -23% | 5% | -11% | -11% | -7
CCNC(=S)SCCOc1ccc(C)cc1 | -0.1 | 14% | 6% | -22% | -11% | 38%[activator] | -8% | -12% | 7
Cc1cccc(NC(=O)COC(=O)c2ccc3c(c2)OCO3)c1C | 1.4 | 21% | 19% | -4% | -40%[inhibitor] | -4% | 4% | 0% | 4
Cc1nnsc1SC(C)C(=O)O (stereo not given) | 0.2 | 16% | 4% | 2% | i | 7% | 0% | -6% | -7
Cc1cc(C)cc(N(CCC#N)C(=O)COC(=O)c2ccc(OCc3c(C)noc3C)cc2)c1 | -2.9 | ? | -4% | -7% | -5% | -8% | -6% | -8% | 17
O=C1NC2=C(C(=O)CCC2)C(c2ccccc2)N1 (stereo not given) | 1.4 | 19% | 7% | 9% | i | -19% | 14% | -9% | 1
COc1ccc(Nc2nc(N)nc(CSC(=S)N3CCCCC3)n2)cc1 | 0.1 | ? | 5% | -27% | -81%[inhibitor] | 4% | ? | -1% | 5
CC(=O)N1CCC(C(=O)N2CCN(S(=O)(=O)c3ccc(Cl)s3)CC2)CC1 | 4.2 | -14% | -14% | -3% | 1% | 9% | 1% | 0% | 1
CCc1nnc(NC(=O)c2cc(S(=O)(=O)N3CCN(c4ccccc4)CC3)ccc2Cl)s1 | -3.6 | -6% | 4% | -11% | -11% | 0% | -5% | -7% | -4
NC(=O)c1c(NC(=O)c2cccc(N3C(=O)CCC3=O)c2)sc2c1CCCCC2 | -0.8 | -18% | 8% | 8% | -10% | 11% | -3% | -14% | 2
O=C(CCC1CCCN(C(=O)c2ccc3[nH]ccc3c2)C1)N1CCN(c2ccccn2)CC1 (stereo not given) | -2.0 | -24% | -5% | -14% | -46%[inhibitor] | -19% | 14% | -15% | -2
O=C(N/N=C/c1ccc(Cl)cc1)c1cc2c(s1)-c1ccccc1CC2 | 1.2 | ? | -4% | -3% | -2% | -31% | -12% | -12% | 2
CCCCCc1ccc(-c2ccc(OCC)cc2)nc1 | -0.3 | -2% | -3% | -5% | -17% | 7% | 5% | -6% | 2
COc1ccc(/C=N/Nc2cc(C)nc3c(C)cccc23)cc1 | -1.0 | ? | -2% | 4% | 0% | ? | 8% | -1% | -9
Other compounds:
SMILES | IL-2 act | GLP1R inv ag | EPAC1 ag | EPAC1 antag | PTHR1 ag | GLP1R cytotox | GLP1R ag | PLK1 PBD block | PI5P4Ka inh
COC(=O)CCCCC1SCC2NC(=O)NC21O (stereo not given) | 0.0 | 12% | 7% | -4% | 1% | 1% | 3% | ? | -7
N#Cc1ccc(-c2nc3ccc(Br)cn3c2Cc2ccsc2)cc1 | -0.9 | 7% | 9% | -8% | -49%[inhibitor] | -9% | 0% | -25% | -5
CC(C)(C)c1ccc(CN2C(=O)CSC2=O)cc1 | -2.7 | 10% | -9% | -13% | 1% | -2% | 5% | -11% | 14
CC1(c2ccccc2)CC(C)(C)N2C(=O)Cc3cccc1c32 (stereo not given) | -0.1 | ? | 0% | 2% | i | 3%[7.66 µM] | -1% | -2% | 6
COc1ccccc1NS(=O)(=O)c1cccc(NS(=O)(=O)c2cc(C(=O)O)ccc2Cl)c1 | -1.1 | -7% | -8% | 13% | i | 2% | 0% | 5% | 2
Cc1nnc(NC(=O)c2ccc(Br)cc2)s1 | -2.3 | 1% | 4% | -6% | i | 4% | 1% | -7% | -3
COC(=O)c1cn(C)c2ccc(S(=O)(=O)N3CCCCC3)cc2c1=O | -3.1 | 0% | 0% | 8% | -10%[57.5 µM] | 2% | 8% | -9% | .
O=C(CCc1ccccc1)NN1C(=O)C2C3C=CC(O3)C2C1=O (stereo not given) | 2.1 | 4% | 6% | -6% | i | -15% | -6% | 0% | -4
CN(C(=O)COC(=O)/C=C/c1ccc(F)cc1)c1c(N)n(Cc2ccccc2)c(=O)[nH]c1=O | -2.9 | -4% | -8% | 9% | -22% | 14% | 2% | -4% | 9
Cc1cccc(N2CCN(S(=O)(=O)c3cc(Br)cc4c3N(C(=O)C3CC3)CC4)CC2C)c1 (stereo not given) | . | 6% | . | . | -16% | -3% | 1% | . | .
COc1cc(C)c(/C=C/C(C)=C/C=C/C(C)=C/C(=O)O)c(C)c1C | 0.4 | -11% | -8% | ? | -10% | 1% | -1%&5% | 30µM* | 49
Cc1cccc(C(=O)NC2CC3CCCC(C2)N3C(=O)Nc2ccccc2)c1 (stereo not given) | -0.1 | ? | -1% | -2% | -1% | -4% | 5% | -3% | 3
Cc1cccn2c(=O)c(/C=C(\C#N)S(=O)(=O)c3ccccc3)c(N3CCN(C)CC3)nc12 | 1.6 | -3% | 9% | 5% | -1% | 6% | 0% | -6% | 2
COCCNC(=S)Nc1ccc([N+](=O)[O-])cc1C | -1.1 | 0% | 4% | 4% | -17% | -8% | -1% | 1% | 1
O=C(CN1CCN(C(c2ccccc2)c2ccccc2)CC1)NCc1ccccc1 | 0.1 | ? | -5% | -10% | i | 0% | 8% | 1% | 2
CC(=O)c1c(C)[nH]c(C(=O)Nc2ccccn2)c1C | -4.0 | 17% | -13% | -10% | -9% | -5% | -4% | -3% | 3
CN(C(=O)c1ccncc1)c1nnc(-c2ccncc2)s1 | -1.3 | 8% | -10% | 3% | -11%[57.5 µM] | 3% | -10% | -3% | -3
O=C(O)c1ccccc1C(=O)NCc1ccc2c(c1)OCO2 | 0.6 | -2% | 1% | ? | -3% | 5% | 0% | -10% | 6
CCOc1ccc(NCc2cccn2-c2nnc(N3CCC(C(=O)NCCCN4CCCCC4CC)CC3)s2)cc1 (stereo not given) | 0.1 | -31% | -3% | -10% | i | ? | 18% | -2% | 4
Cc1noc(C)c1COc1cccc(C(=O)Nc2cccnc2)c1 | 0.5 | 1%[0.307 µM] | 1% | 14% | i | 14%[0.307 µM] | 1% | -7% | -4
COc1ccc(/C=N/NC(=O)c2ccccc2O)cc1CSc1ccccn1 | -0.4 | 1% | -2% | 5% | -26% | -13% | -22% | -8% | 4
CCCn1c(=O)c2c(C(=O)OCC)cc(-c3ccco3)nc2n(CCC)c1=O | -0.7 | 0% | 0% | -4% | i | 7% | ? | -2% | .
c1ccc(N2CCN(c3nc(-c4ccccn4)nc4ccccc34)CC2)cc1 | -0.4 | ? | 2% | 3% | -2%[57.5 µM] | ? | -1% | 11µM* | ?
COCCN(C(=O)CNC(=O)c1ccco1)C(C(=O)NC1CCCCC1)c1cccc(OC)c1 (stereo not given) | -0.6 | 17% | 4% | 4% | i | 0% | -6% | -5% | 0
O=C(N/N=C/c1c[nH]c2ccccc12)c1cccs1 | -1.2 | 27% | 1% | 9% | -1% | -10% | 24% | 4% | ?
COc1ccc(NC(=O)CSc2nc(-c3cccs3)cc(C(F)(F)F)n2)c(OC)c1 | . | 19% | . | . | -76%[inhibitor] | -6% | 0% | . | .
O=C(NNC(=O)C1CC1)c1cccc([N+](=O)[O-])c1 | -2.7 | 27% | -19% | -19% | -15% | 4% | -3% | -2% | 1
O=S1(=O)CCN2C(c3ccco3)=CSC2=N1 | -0.5 | 0% | 1% | 6% | i | -7% | -2% | -6% | -8
Cc1ccc(C(=O)NC(=S)N2CCN(C)CC2)cc1 | 0.7 | -16% | 3% | -29% | i | -8% | 0% | -6% | 12
